mHTT CaM bind = mutant huntingtin-calmodulin interaction inhibitors – biochemical, AlphaScreen, primary screen | P42858 | hit rate 3.6% among 190,000 | AlphaScreen His-mHTT/GST-CaM binding, luminescence | inhibition, % at 15 µM;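 also: 0% = both proteins with DMSO and 100% = one protein alone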
Target sequence (P42858 whole entry, looked up, stated change not applied): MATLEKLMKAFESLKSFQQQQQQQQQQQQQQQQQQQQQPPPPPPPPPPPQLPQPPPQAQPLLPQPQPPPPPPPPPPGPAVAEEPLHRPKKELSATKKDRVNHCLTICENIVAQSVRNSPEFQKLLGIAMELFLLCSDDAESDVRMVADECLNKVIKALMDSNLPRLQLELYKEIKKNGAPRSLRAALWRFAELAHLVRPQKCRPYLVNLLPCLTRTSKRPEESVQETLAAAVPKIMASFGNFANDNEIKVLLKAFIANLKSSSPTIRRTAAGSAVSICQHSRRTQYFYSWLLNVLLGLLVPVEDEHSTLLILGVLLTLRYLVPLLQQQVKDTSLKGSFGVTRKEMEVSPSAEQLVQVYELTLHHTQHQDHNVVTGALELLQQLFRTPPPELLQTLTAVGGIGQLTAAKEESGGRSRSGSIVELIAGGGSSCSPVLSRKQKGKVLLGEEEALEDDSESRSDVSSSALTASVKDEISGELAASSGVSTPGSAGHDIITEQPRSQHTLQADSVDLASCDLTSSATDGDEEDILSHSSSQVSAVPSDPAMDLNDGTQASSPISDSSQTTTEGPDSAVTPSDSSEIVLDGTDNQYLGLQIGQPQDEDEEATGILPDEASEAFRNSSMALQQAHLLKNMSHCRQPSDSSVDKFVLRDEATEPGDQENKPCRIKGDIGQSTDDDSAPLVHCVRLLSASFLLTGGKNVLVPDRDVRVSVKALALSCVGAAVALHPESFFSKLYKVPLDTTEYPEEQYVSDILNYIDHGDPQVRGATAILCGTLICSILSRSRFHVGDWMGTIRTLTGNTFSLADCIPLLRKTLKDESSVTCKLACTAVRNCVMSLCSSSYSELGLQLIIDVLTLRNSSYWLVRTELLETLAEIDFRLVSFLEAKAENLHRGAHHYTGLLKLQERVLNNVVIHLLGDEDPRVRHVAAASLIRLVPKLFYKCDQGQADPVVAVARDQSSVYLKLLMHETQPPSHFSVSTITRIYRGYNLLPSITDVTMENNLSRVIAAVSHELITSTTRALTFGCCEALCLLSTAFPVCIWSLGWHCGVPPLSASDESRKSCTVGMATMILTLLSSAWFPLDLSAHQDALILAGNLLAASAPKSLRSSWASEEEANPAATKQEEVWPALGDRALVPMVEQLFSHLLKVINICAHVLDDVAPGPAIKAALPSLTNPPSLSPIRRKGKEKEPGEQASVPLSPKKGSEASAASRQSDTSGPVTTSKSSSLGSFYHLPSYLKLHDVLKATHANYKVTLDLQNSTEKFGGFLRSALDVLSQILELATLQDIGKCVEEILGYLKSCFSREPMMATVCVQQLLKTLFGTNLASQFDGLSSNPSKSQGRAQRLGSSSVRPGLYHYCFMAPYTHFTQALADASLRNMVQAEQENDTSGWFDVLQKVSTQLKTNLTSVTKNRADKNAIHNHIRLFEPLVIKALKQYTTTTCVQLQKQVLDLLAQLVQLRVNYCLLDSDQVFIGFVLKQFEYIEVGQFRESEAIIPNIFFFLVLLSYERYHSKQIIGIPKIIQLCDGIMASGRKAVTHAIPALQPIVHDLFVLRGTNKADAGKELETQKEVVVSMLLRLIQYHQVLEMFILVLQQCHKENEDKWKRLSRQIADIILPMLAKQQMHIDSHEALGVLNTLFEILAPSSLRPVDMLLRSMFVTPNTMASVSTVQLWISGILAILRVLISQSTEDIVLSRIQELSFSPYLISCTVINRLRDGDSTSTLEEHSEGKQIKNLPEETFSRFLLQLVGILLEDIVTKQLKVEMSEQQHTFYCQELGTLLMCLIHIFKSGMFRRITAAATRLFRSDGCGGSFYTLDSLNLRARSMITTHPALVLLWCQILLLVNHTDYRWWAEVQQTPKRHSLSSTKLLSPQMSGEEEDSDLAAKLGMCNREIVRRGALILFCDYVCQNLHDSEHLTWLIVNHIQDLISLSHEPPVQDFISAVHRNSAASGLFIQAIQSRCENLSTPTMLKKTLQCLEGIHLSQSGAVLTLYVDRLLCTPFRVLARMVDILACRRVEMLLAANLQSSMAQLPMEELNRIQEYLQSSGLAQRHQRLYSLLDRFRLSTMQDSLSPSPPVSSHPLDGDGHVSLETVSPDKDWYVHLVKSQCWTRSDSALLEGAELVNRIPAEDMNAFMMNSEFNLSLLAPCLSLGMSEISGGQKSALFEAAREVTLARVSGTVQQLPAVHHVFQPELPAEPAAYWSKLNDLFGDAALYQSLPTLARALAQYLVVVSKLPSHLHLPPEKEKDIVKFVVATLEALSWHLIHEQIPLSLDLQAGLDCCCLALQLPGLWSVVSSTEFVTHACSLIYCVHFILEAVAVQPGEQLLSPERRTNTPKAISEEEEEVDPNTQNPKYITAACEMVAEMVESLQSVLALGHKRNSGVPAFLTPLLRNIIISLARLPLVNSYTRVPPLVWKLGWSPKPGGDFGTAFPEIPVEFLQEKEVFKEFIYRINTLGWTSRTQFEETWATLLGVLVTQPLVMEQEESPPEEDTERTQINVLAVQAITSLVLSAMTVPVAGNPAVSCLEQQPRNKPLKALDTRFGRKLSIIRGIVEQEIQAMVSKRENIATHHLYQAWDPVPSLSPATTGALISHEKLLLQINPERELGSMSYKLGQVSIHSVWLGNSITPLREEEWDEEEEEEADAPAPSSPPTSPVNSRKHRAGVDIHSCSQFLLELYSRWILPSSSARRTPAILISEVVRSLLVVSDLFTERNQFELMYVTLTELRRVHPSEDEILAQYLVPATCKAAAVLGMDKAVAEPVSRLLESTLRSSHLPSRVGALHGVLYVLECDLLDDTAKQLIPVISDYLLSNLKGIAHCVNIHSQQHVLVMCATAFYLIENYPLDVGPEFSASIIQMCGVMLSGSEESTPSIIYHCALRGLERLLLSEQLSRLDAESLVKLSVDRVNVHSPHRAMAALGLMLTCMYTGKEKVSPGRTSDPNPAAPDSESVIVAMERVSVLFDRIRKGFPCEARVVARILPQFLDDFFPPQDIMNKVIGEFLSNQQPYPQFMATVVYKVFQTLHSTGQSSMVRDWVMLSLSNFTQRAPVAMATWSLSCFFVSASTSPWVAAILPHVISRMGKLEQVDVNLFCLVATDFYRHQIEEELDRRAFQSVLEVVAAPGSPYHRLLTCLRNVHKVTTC
Pf apPOL inh = Pf-apPOL inhibitors, biochemical, fluorescence; Plasmodium falciparum apicoplast DNA polymerase (apPOL); Recombinant Pf-apPOL, molecular beacon fluorescence, 1.5 h; inhibition, % at 10 µM; hit rate 0.25% among 210,000; AID 1794808, 2022
Starred values were filed as active, the others as inactive; i = inactive; · = no result given; & = joins results of further samples. Rule as the data show it: active = inhibition above about 50%; inactive = the rest. This is a subset; rates above refer to the full screens.

SMILES	mHTT CaM bind	Pf apPOL inh
Cc1ccc2oc(=O)c(C=C(O)c3ccco3)nc2c1	2	10
COc1ccc2c(c1)cc(C(=O)NN)n2C	5	-6
Cc1ccc(S(=O)(=O)CCC(=O)Nc2ccc(S(N)(=O)=O)cc2)cc1	-3	-3
CCCC1C(=O)CC(c2ccccc2)NC1c1ccccc1 (configuration not stated)	-23	0
Cc1c(C(=O)N2CCCCC2)sc2nc(-c3ccccc3)cn12	1	-2
COc1cccc2cc(C(=O)NCCC3CCCCN3S(=O)(=O)c3cccs3)oc12 (configuration not stated)	3	-6
CN1c2cc(F)ccc2C(=O)NC12CCN(C(=O)c1cccc(Cl)c1)CC2	1	-2
CCOc1ccc(CN2CCCC2c2cc(CC)no2)cc1 (configuration not stated)	-7	0
Cc1[nH]nc(SCC(=O)NCc2ccc(F)cc2)c1[N+](=O)[O-]	-1	4
O=C1CC(NCc2ccccn2)C(=O)N1c1ccc(F)cc1 (configuration not stated)	100*	-2

The closing 3 records of the section above come first, to join the parts.
SMILES	mHTT CaM bind	Pf apPOL inh
CCOc1ccc(CN2CCCC2c2cc(CC)no2)cc1 (configuration not stated)	-7	0
Cc1[nH]nc(SCC(=O)NCc2ccc(F)cc2)c1[N+](=O)[O-]	-1	4
O=C1CC(NCc2ccccn2)C(=O)N1c1ccc(F)cc1 (configuration not stated)	100*	-2
O=C(C1CCN(CC2CC=CCC2)CC1)N1CCCC1 (configuration not stated)	2	-3
Cc1ccn2cc(C(=O)NCCN3CCCCCC3)nc2c1	19	9
Cc1cccc(NC(=O)Cn2nc(N3CCSCC3)c3ccccc3c2=O)c1	-2	-2
Cc1cc(NC(=O)c2cccnc2)c2cc(F)cc(F)c2n1	-12	4
CSc1ccccc1N1C(=O)C2CC(C)=C(C)CC2C1=O (configuration not stated)	-7	-1
O=C(Nc1ccc2c(N3CCOCC3)ncnc2c1)c1ccc(F)c(Cl)c1	5	-3
COc1ccc2c(c1)CCc1c-2n[nH]c1C(=O)O	-1	0
COc1ccc(-c2ccc(/C=C(\C#N)c3[nH]nc(N)c3C#N)o2)c([N+](=O)[O-])c1	45	-1
CCC(=O)N1CCc2sc(C(=O)N3CCN(c4cccc(Cl)c4)CC3)cc2C1	17	2
O=C(c1ccc(Cl)cc1[N+](=O)[O-])N1CCN(c2ccccc2F)CC1	14	-2
COc1ccc(-n2nc3cc(C)c(NC(=O)c4ccco4)cc3n2)cc1Cl	-4	-10
Cc1ccc(CNC(=O)C2(S(=O)(=O)c3ccc(Cl)cc3)CC2)cc1	-4	1
Cc1ccccc1NC(=O)N1CCC(c2cc(N)on2)CC1	-11	10
COc1ccc2c(c1)/C(=N/OC(=O)c1cccs1)CCC2	i	-7
CC(=O)Nc1nc(-c2c(F)c(F)c(F)c(F)c2F)cs1	-3	-2
CCNC(=O)C1CCc2sc(C(=O)N3CCCCC3)cc2C1 (configuration not stated)	-6	11
COc1cc(CNc2ccc3[nH]ncc3c2)c([N+](=O)[O-])cc1OC	58*	7
Cc1ccc(C(C)C)c(OCCn2ncc3ccccc3c2=O)c1	10	-1
Cc1ccsc1C(=O)NCC(=O)N1CCCc2ccccc21	-3	-1
C=CCc1cccc2cc(C(=O)OCC)c(=O)oc12	-5	-18

Rewritten in markdown: entries from further up.
| compound | mHTT CaM bind | Pf apPOL inh |
| --- | --- | --- |
| COc1ccc2c(c1)cc(C(=O)NN)n2C | 5 | -6 |
| Cc1ccc(S(=O)(=O)CCC(=O)Nc2ccc(S(N)(=O)=O)cc2)cc1 | -3 | -3 |
| CCCC1C(=O)CC(c2ccccc2)NC1c1ccccc1 (configuration not stated) | -23 | 0 |
| Cc1c(C(=O)N2CCCCC2)sc2nc(-c3ccccc3)cn12 | 1 | -2 |
| COc1cccc2cc(C(=O)NCCC3CCCCN3S(=O)(=O)c3cccs3)oc12 (configuration not stated) | 3 | -6 |
| CN1c2cc(F)ccc2C(=O)NC12CCN(C(=O)c1cccc(Cl)c1)CC2 | 1 | -2 |
| CCOc1ccc(CN2CCCC2c2cc(CC)no2)cc1 (configuration not stated) | -7 | 0 |
| Cc1[nH]nc(SCC(=O)NCc2ccc(F)cc2)c1[N+](=O)[O-] | -1 | 4 |
| O=C1CC(NCc2ccccn2)C(=O)N1c1ccc(F)cc1 (configuration not stated) | 100* | -2 |
| O=C(C1CCN(CC2CC=CCC2)CC1)N1CCCC1 (configuration not stated) | 2 | -3 |
| Cc1ccn2cc(C(=O)NCCN3CCCCCC3)nc2c1 | 19 | 9 |
| Cc1cccc(NC(=O)Cn2nc(N3CCSCC3)c3ccccc3c2=O)c1 | -2 | -2 |
| Cc1cc(NC(=O)c2cccnc2)c2cc(F)cc(F)c2n1 | -12 | 4 |
| CSc1ccccc1N1C(=O)C2CC(C)=C(C)CC2C1=O (configuration not stated) | -7 | -1 |
| O=C(Nc1ccc2c(N3CCOCC3)ncnc2c1)c1ccc(F)c(Cl)c1 | 5 | -3 |
| COc1ccc2c(c1)CCc1c-2n[nH]c1C(=O)O | -1 | 0 |
| COc1ccc(-c2ccc(/C=C(\C#N)c3[nH]nc(N)c3C#N)o2)c([N+](=O)[O-])c1 | 45 | -1 |
| CCC(=O)N1CCc2sc(C(=O)N3CCN(c4cccc(Cl)c4)CC3)cc2C1 | 17 | 2 |
| O=C(c1ccc(Cl)cc1[N+](=O)[O-])N1CCN(c2ccccc2F)CC1 | 14 | -2 |
| COc1ccc(-n2nc3cc(C)c(NC(=O)c4ccco4)cc3n2)cc1Cl | -4 | -10 |
| Cc1ccc(CNC(=O)C2(S(=O)(=O)c3ccc(Cl)cc3)CC2)cc1 | -4 | 1 |
| Cc1ccccc1NC(=O)N1CCC(c2cc(N)on2)CC1 | -11 | 10 |
| COc1ccc2c(c1)/C(=N/OC(=O)c1cccs1)CCC2 | i | -7 |
| CC(=O)Nc1nc(-c2c(F)c(F)c(F)c(F)c2F)cs1 | -3 | -2 |
| CCNC(=O)C1CCc2sc(C(=O)N3CCCCC3)cc2C1 (configuration not stated) | -6 | 11 |
| COc1cc(CNc2ccc3[nH]ncc3c2)c([N+](=O)[O-])cc1OC | 58* | 7 |
| Cc1ccc(C(C)C)c(OCCn2ncc3ccccc3c2=O)c1 | 10 | -1 |
| Cc1ccsc1C(=O)NCC(=O)N1CCCc2ccccc21 | -3 | -1 |
| C=CCc1cccc2cc(C(=O)OCC)c(=O)oc12 | -5 | -18 |

More records.
SMILES	mHTT CaM bind	Pf apPOL inh
CCOc1cc(OCC)cc(C(=O)Nc2ccc3oc(-c4cccc(F)c4)nc3c2)c1	-7	-2
Cc1ccc(C(=O)Nc2nc3ccc(Br)cc3s2)o1	4	4
Cc1ncc([N+](=O)[O-])n1CC(=O)Nc1ccc2c(c1)OCO2	2	-4
COC(=O)c1ccccc1N=NNc1cccc(C(F)(F)F)c1	·	2
CCC1(CC)Cc2ccccc2C(Nc2c(C)n(C)n(-c3ccccc3)c2=O)=N1	-2	3
CCNc1cc(N2CCC(CCC(=O)Nc3ccc(OCC)cc3)CC2)ncn1	2	0
CC(C)CC(C(=O)NCC1CCCO1)N1C(=O)C2C3c4ccccc4C(c4ccccc43)C2C1=O (configuration not stated)	25	-12
COCc1nc2ccccc2[nH]1	-7	-2
COc1ccc(C2=NOC(C(=O)Nc3ccccc3C(F)(F)F)C2)cc1 (configuration not stated)	-6	8
COc1ccc(-c2csc(/C(C#N)=C/c3ccc(OC)c([N+](=O)[O-])c3)n2)cc1OC	2	-4
COc1cccc(-n2nc(C(=O)Nc3cnc4ccccc4c3)c3ccccc3c2=O)c1	0	-4
CCc1ccc(C2(O)CC(C(F)(F)F)=NN2C(=O)c2ccc([N+](=O)[O-])cc2)cc1 (configuration not stated)	81*	8
COc1cc(NC(=O)CC2Sc3ccccc3NC2=O)c(OC)cc1Cl (configuration not stated)	-5	2
CCc1ccc(NC(=O)C2CCN(S(=O)(=O)c3ccc(Cl)cc3)CC2)cc1	4	-4
Cc1cc(O)c(C(c2cccnc2)c2c(O)cc(C)oc2=O)c(=O)o1	3&-4	0&-10
O=C(Nc1cccc(F)c1)c1ccc(-c2ccccc2C(F)(F)F)o1	-58	-4
Cc1ccc(-n2[nH]c(=O)c(C=c3c(C)c(C#N)c4nc5ccccc5n4c3=O)c2O)cc1Cl	51*	3
CCOc1ccc(-c2csc(Cc3nc(-c4cccc(F)c4)no3)n2)cc1	-31	1
O=C(Nc1ccccc1)c1ccc(NS(=O)(=O)c2ccc3c(c2)OCCO3)cc1	4	-1
Cc1ccsc1C(=O)N1CCC2(CC1)NC(=O)N(Cc1ccccc1Cl)C2=O	10	-2
Cc1cc(Br)ccc1NC(=O)CCNS(=O)(=O)c1cccs1	-6	-2
Cc1ccc(NC(=O)CS(=O)(=O)c2cccs2)cc1F	-10	2
CN1C(=O)CC(C(=O)NCCc2ccccc2)SC1=Nc1cccc(C(F)(F)F)c1 (configuration not stated)	5	-2
Cc1cc(C)c(S(=O)(=O)Nc2cccc(C)c2C)c(C)c1	-14	-2
CCC(=O)N1CCc2sc(S(=O)(=O)NCc3ccccc3OC)cc2C1	15	-4
COc1ccccc1NC(=O)C1=C(C)Nc2nc3ccccc3n2C1c1cccc(Cl)c1 (configuration not stated)	6	-5
CC(=O)N1c2ccccc2NC2=C(C(=O)CC(c3ccc(F)cc3)C2)C1c1cccnc1 (configuration not stated)	6	1
Cc1cccc(CN2CCCN(c3ccc(NC(=O)C(C)C)cc3)C2=O)c1	0	0
COc1ccc(C2=N/C(=C\c3ccc(Cl)cc3)C(=O)O2)cc1OC	-4	-4
CCC(C(=O)N1CCc2c(c(-c3nnc(-c4ccccc4F)o3)nn2C)C1)c1ccccc1 (configuration not stated)	53*	-3
CC(C)OCC1CC(CC(=O)Nc2ccc([N+](=O)[O-])cc2)C(=O)O1 (configuration not stated)	3	-1
Cc1cc([N+](=O)[O-])ccc1NC(=O)CC(C)c1ccccc1 (configuration not stated)	-5	-2
CCOC(=O)Cc1csc(NC(=O)CSCC(=O)O)n1	·	-2
O=C(O)Cn1c(CCS(=O)(=O)c2ccc(Br)cc2)nc2ccccc21	1	-2
CCOc1ccc(S(=O)(=O)N2CCSC2c2ccc(Br)cc2)cc1 (configuration not stated)	-41	-7
CC1=C(C)CS(=O)N(S(=O)(=O)c2cccc([N+](=O)[O-])c2)C1 (configuration not stated)	1	4
COc1ccc(NC(=O)CC2Nc3cc(C)c(C)cc3NC2=O)cc1Cl (configuration not stated)	15	6
CC(C)NCC(=O)NC12CC3CC(CC(C3)C1)C2	-6	-5
Cc1ccc(OCC(=O)Nc2ccc(C(=O)Nc3nccs3)cc2)cc1C	4	-6
O=[N+]([O-])c1ccc(C2SCCN2S(=O)(=O)c2ccc(-c3ccccc3)cc2)cc1 (configuration not stated)	3	-6
O=C(Cc1cccc(F)c1)N1CCC(CCOc2ccncc2)CC1	2	-1
COc1ccc(N2C(=O)NC(=O)/C(=C\c3cc(C)n(-c4cccc([N+](=O)[O-])c4)c3C)C2=O)cc1	8	-2
COc1cc2c(cc1OC)CN(Cc1ccsc1)CC2	-1	-10
O=C1N/C(=C\c2ccc(F)cc2)C(=O)N1Cc1ccc(Br)cc1	-2	-3
COc1ccc(NC(=O)c2cc3c(CO)cnc(C)c3oc2=Nc2ccc(OC)c(OC)c2)cc1	2	4
CCOC(=O)N1CCN(CC(O)COc2ccc(C)cc2C)CC1 (configuration not stated)	4	-6
CN(CC12CCCC1N(C)C(=O)CC2)C(=O)c1ccnn1C (configuration not stated)	-6	-4
CCOC(=O)c1oc2cc(OCC#N)ccc2c(=O)c1-c1ccc(OC)cc1	9	-8
Cc1ccsc1C(=O)NC1CCCN(c2cc(N(C)C)ncn2)C1 (configuration not stated)	3	-1
CN(C)C(=O)c1csc(N2CCN(c3ccc(F)cc3)CC2)n1	0	-3
Next structures
SMILES	mHTT CaM bind	Pf apPOL inh
Cc1nc2c(C(=O)NC3CCCCC3)cnn2c(C)c1Cc1ccc(Cl)cc1	-6	-2
CCn1cnc2cc(CNC(=O)c3ccsc3)ccc21	-3	-2
O=C(CSc1nc2ccccc2nc1Cc1ccc(F)cc1)Nc1nccs1	4	-2
Cn1c(=O)c(C(=O)NCc2ccccc2Cl)nc2cccnc21	5	1
O=C(CC1CCN(S(=O)(=O)c2cccs2)CC1)N1CCCC1	-6	-2
CC1(C(=O)NCc2cccc(F)c2)CCCN(S(=O)(=O)c2ccc(F)cc2F)C1 (configuration not stated)	-10	-1
O=C(Cc1ccc([N+](=O)[O-])cc1)NCc1ccc2[nH]c3c(c2c1)CCCC3	31	28
CCN(CC)C(=O)C1CCc2sc(C(=O)N(C)C)cc2C1 (configuration not stated)	-5	-1
CN1CCN(S(=O)(=O)c2cc([N+](=O)[O-])ccc2N2CCCCCC2)CC1	26	-6
O=c1c2oc3ccccc3c2nc2n1Cc1ccccc1-2	5	0
COC(=O)Cn1cnc2c(-c3ccc(Br)cc3)csc2c1=O	2	-14
Cc1ccc(NC(=O)c2ccc(N3CCOCC3)c([N+](=O)[O-])c2)cc1Cl	14	-5
N#Cc1nc(COc2ccc(Br)cc2)oc1N1CCN(Cc2ccccc2)CC1	48	-1
O=C(CSc1ncccn1)Nc1ccc(OC(F)(F)F)cc1	·	-10
CCc1onc(C)c1C1CCCN1C(=O)Nc1ccc(C(=O)OC)cc1 (configuration not stated)	1	8
Nc1nc2cc3nc(N)sc3cc2s1	9	·
